# NR3A LBD binder: modulators (binders) of human NR3A ligand-binding domain | NR3A LBD differential scanning fluorimetry, Tm shift; 0% = protein alone, 100% = glycine-bound protein | 340,000 tested, 2.5% active | Tm shift relative to glycine control, % at 25 µM;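 active means melting temperature shift of at least 10% of the positive control shift, at one fixed dose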
# APJ ag: activates the human apelin receptor APJ; 330,000 tested, 0.11% active; AID 2520; activation, % at 20 µM; CHO-K1 APJ PathHunter beta-arrestin, luminescence; 0% DMSO wells, 100% apelin;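 active means activation more than six SD over the plate average, tested at 20 µM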;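 further: 0% = DMSO alone and 100% = apelin-13 at 10 nM; some results filed as inactive read as strong as hits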
# Target sequence (P35414 whole entry, looked up): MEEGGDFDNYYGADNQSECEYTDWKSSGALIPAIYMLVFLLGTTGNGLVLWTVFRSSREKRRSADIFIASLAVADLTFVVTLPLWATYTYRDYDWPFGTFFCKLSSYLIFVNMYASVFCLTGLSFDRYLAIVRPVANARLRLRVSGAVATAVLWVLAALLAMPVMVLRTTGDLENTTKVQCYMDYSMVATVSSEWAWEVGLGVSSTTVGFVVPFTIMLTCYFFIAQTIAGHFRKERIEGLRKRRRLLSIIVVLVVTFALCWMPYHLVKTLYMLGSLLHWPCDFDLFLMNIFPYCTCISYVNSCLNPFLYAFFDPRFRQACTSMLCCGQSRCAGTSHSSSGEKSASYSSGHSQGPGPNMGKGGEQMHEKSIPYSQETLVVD
#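 Test system: CHO-K1 APJ beta-arrestin complementation cell line | Compound: Single test compound dose, 20 µM final, 1% DMSO | Incubation: Compound 90 min 25 °C, reagent 1 h | Measured by: beta-gal luminescence | Read-out basis: APJ–arrestin association signal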
# Mdm2-MdmX inh: disrupts the human Mdm2-MdmX interaction; O15151+Q00987; SaOS-2 split-luciferase Mdm2/MdmX complementation, luminescence; inhibition, % at 8 µM; 330,000 tested, 3% active; AID 485346;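 active means inhibition of at least 50% at 8 µM in the primary screen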
# TIM10 inh: TIM10 yeast growth inhibition; inhibition, % at 10 µM; 330,000 tested, 1.4% active; S. cerevisiae TIM10 strain growth, BacTiter-Glo luminescence, 24 h;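 active means inhibition of 40% or more at the single tested concentration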;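 further: wild-type TIM10 isogenic control strain grown at permissive 25 °C; 0% = DMSO yeast wells and 100% = minimal medium wells without yeast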
# tim23-1 inh: inhibits growth of tim23-1 mutant yeast | S. cerevisiae tim23-1 growth, BacTiter-Glo luminescence, 24 h | inhibition, % at 20 µM | 330,000 tested, 1.3% active;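 active means growth inhibition of the mutant yeast at or above 50%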;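 further: temperature-sensitive mutant grown at 25 °C; plate controls were DMSO-treated mutant yeast for no effect and medium wells lacking yeast for full effect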
# CHOP UPR activ: activators of apoptotic arm of unfolded protein response (CHOP) | activation, % at 10 µM | CHO-CHOP luciferase reporter, UPR activation, luminescence; percent of tunicamycin response over DMSO baseline | 330,000 tested, 0.34% active | AID 449763;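 active means at 10 µM dose, activation of 40% or more, normalized to positive control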;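 further: 100% = tunicamycin at 10 µg/mL and 0% = DMSO alone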
#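 Material: CHO-CHOP cells, stable luciferase reporter of PERK-eIF2a-CHOP signalling; quantity: 500 reporter cells seeded per well; buffer or medium: F12 medium containing 10% fetal bovine serum; compound: one dose, 10 µM in 0.5% DMSO; incubation: 6 h compound treatment, 37 °C; measured by: Steady-Glo luciferase luminescence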
# tim10-1 inh: growth inhibitors of tim10-1 mutant yeast | S. cerevisiae tim10-1 ts strain growth, BacTiter-Glo, 24 h | AID 463190 | inhibition, % at 20 µM | 330,000 tested, 2.2% active;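 active means inhibition of at least 40%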;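 further: mutant grown at 25 °C; 0% = DMSO wells with yeast and 100% = wells holding no yeast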
# UPR XBP1 act: activators of adaptive arm of unfolded protein response (XBP1); CHO-XBP1 luciferase reporter, IRE1-XBP1 UPR activation, luminescence; percent of tunicamycin response, DMSO as zero; activation, % at 20 µM; 330,000 tested, 0.33% active; AID 463104;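 active means versus positive control, 20 µM dose yields 30% or more activation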;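 further: 100% = tunicamycin at 10 µg/mL and 0% = DMSO only wells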
#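 Material: CHO-XBP1 cells stably carrying IRE1-XBP1-driven luciferase reporter | Medium: F12 with 10% serum | Compound dosing: 20 µM single concentration, DMSO 1% | Incubation: Overnight seeding at 37 °C, 6 h compound treatment at 37 °C | Detection: Steady-Glo luminescence read | Read-out basis: % activation of reporter signal versus tunicamycin and DMSO controls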
# NALP3 yeast inh: inhibitors of NALP3 inflammasome in yeast. Yeast reconstituted NLRP3/ASC/caspase-1, beta-gal luminescence, 24 h. 330,000 tested, 0.39% active. inhibition, % at 10 µM;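 active means inhibition of 50% or more; inactive means inhibition below 50%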;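 further: plate controls were induced DMSO wells for no effect and uninduced yeast grown without galactose for full effect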
# An asterisk follows results filed as active; . = not tested or not shown.
SMILES,NR3A LBD binder,APJ ag,Mdm2-MdmX inh,TIM10 inh,tim23-1 inh,CHOP UPR activ,tim10-1 inh,UPR XBP1 act,NALP3 yeast inh
CCCOc1ccc(C2=NNC(=O)CC2)cc1,1,0,43,12,4,-4.8,5,-5,-6
CN(C)C(CNc1ccc(C(F)(F)F)cn1)c1ccccc1 (centres undefined),3,-2,17,-16,0,0.7,2,5,20
CCOC(=O)c1cccc(NC(=O)COC)c1,1,0,-6,-1,1,0.9,-3,0,19
CN1CCN(CC(=O)Nc2cc(N3CCOCC3)ccc2[N+](=O)[O-])CC1,-1,-2,2,-11,12,-2.4,1,-2,3
S=C(NCc1ccco1)N1CCN(Cc2ccco2)CC1,3,-3,-2,3,7,-2.4,5,2,4
CSc1ccccc1NC(=O)CSc1nnc(Cc2ccccc2)o1,-1,1,7,-4,9,0.2,-13,1,28
Clc1ccc(CN(Cc2ccccc2)C(c2cccs2)c2nnnn2C2CCCC2)cc1 (centres undefined),-1,-2,-4,5,5,0.3,17,1,10
COC(=O)c1ccc(CSCC(=O)Nc2ccccc2)cc1,1,-4,7,-3,6,0.3,7,-4,38
COc1cc(CCC(=O)Nc2cc(Cl)ccc2N2CCN(C)CC2)cc(OC)c1OC,-1,-6,23,-12,-2,1.9,6,-1,7
CC(=O)N1N=C(c2ccco2)CC1c1cc2ccc(C)cc2nc1Cl (centres undefined),0,-5,32,-15,-12,-1.7,-4,-3,-12
COc1ccc(C(CC(=O)O)NC(=O)c2cccs2)cc1 (centres undefined),1,-4,-1,-8,5,-2.0,11,0,9
COC(=O)c1c(-c2ccc(OC)cc2)sc2ccc(OC)cc12,6,-4,-130,5,22,7.1,7,4,26
CCC(NS(=O)(=O)c1ccc2c(c1)NC(=O)C(C)C(=O)N2)c1cccs1 (centres undefined),-5,-4,7,2,3,1.2,0,0,14
COc1ccc(CC(=O)NCC2CCCN(Cc3cccc(SC)c3)C2)cc1 (centres undefined),-1,0,7,0,12,0.8,10,-5,19
O=C(O)c1cccc(NC(=O)C2C3C=CC(C3)C2C(=O)OCC(F)(F)C(F)F)c1 (centres undefined),0,-6,15,-3,-10,-0.1,1,0,6
CC1CN(C2=NC(=O)/C(=C3/C(=O)N(Cc4ccc(F)cc4)c4ccccc43)S2)CC(C)O1 (centres undefined),-1,-4,23,1,28,4.2,-13,-1,23
CCOC(=O)Cn1cc(C(=O)C(C)(C)C)c2ccccc21,-8,-4,16,7,8,0.8,3,3,4
Cc1cc(/C=C\c2nc(O)c([N+](=O)[O-])c(=O)[nH]2)c(C)n1-c1ccccc1,-2,1,24,10,-6,-2.4,2,-5,7
COc1ccc(NC(=O)COC(=O)CNS(=O)(=O)c2ccccc2)cc1OC,-1,-2,11,7,17,0.5,3,-1,9
CN(C)CCOc1cccc(Cl)c1,-6,3,4,-8,14,-2.2,-6,1,13
CC(C)CN1C(=O)c2ccc(NC(=O)c3ccccc3F)cc2C1=O,-33,-3,-5,14,3,5.4,-14,5,10
COc1ccc(-c2nc(CC(=O)O)cs2)cc1OC,.,0,12,-5,-9,-0.8,-8,2,16
Cc1ccc(S(=O)(=O)NCC(=O)OCc2csc(-c3ccccc3)n2)cc1,7,3,-52,4,40,2.4,33,-1,9
CCS(=O)c1ccccc1C(=O)O (centres undefined),4,-2,0,-17,-5,1.3,8,0,0

# An excerpt from further up, for reference:
SMILES,NR3A LBD binder,APJ ag,Mdm2-MdmX inh,TIM10 inh,tim23-1 inh,CHOP UPR activ,tim10-1 inh,UPR XBP1 act,NALP3 yeast inh
CN(C)CCOc1cccc(Cl)c1,-6,3,4,-8,14,-2.2,-6,1,13
CC(C)CN1C(=O)c2ccc(NC(=O)c3ccccc3F)cc2C1=O,-33,-3,-5,14,3,5.4,-14,5,10
COc1ccc(-c2nc(CC(=O)O)cs2)cc1OC,.,0,12,-5,-9,-0.8,-8,2,16

# Next part
SMILES,NR3A LBD binder,APJ ag,Mdm2-MdmX inh,TIM10 inh,tim23-1 inh,CHOP UPR activ,tim10-1 inh,UPR XBP1 act,NALP3 yeast inh
Oc1ccccc1N1CCN(C(=S)NCCc2ccccc2)CC1,-1,0,-14,20,33,2.1,24,0,34
O=C(CN(C(=O)Cn1nnc(-c2cccs2)n1)c1ccc2c(c1)OCCO2)NCc1ccccc1,4,5,7,-1,15,1.4,12,0,3
Nc1nc(NCC2CCCO2)nc(Nc2cccc(Cl)c2)c1[N+](=O)[O-] (centres undefined),6,-3,19,-10,-15,0.7,-2,36*,18
O=C(NCc1cccnc1)c1ccccc1-c1ccccc1,-1,-2,-28,6,4,-0.8,10,-3,8
CC(C)(C)C(=O)Nc1ccccc1C(=O)Nc1ccncc1,1,4,38,22,24,-1.1,21,0,14
COC(=O)Cc1cc(C)cc2c(=O)cc(-c3ccoc3)oc12,-4,-3,15,11,16,0.4,7,1,5
Cc1ccc(-c2nc3cccnc3s2)cc1NS(=O)(=O)c1ccc2c(c1)OCCO2,-27,-3,39,16,35,0.5,27,0,-19
CC(=O)N1CCc2[nH]c3ccccc3c2C1,0,-3,16,-8,-6,0.7,3,-3,-9
COc1ccc(/C=C/C(=O)Nc2ccc(OC)cc2[N+](=O)[O-])cc1,-30,2,-3,0,-4,1.6,11,3,15
Cc1cc(C(C)(C)C)oc1C(=O)Nc1ccc(CC(=O)O)cc1,2,-3,18,-8,3,-4.6,0,-2,-3
NC(=O)C1=C[C@H](c2csc3ccccc23)C[C@H](OCCCCO)O1,1,1,14,-1,17,-1.5,-2,1,18
C#CCOCCOCCOCCNc1nc(N2CCN(C(=O)[C@H](CCCCN)n3cc(CN)nn3)CC2)nc(N2CCN(C(=O)[C@H](CCCN=C(N)N)n3cc(C(N)[C@H](C)CC)nn3)CC2)n1 (some centres undefined),1,-4,-10,-2,-4,-0.3,-5,6,30
COc1ccc(NC(=O)[C@@H]2CC=C[C@@H]3CCN(Cc4ccc(Cl)c(Cl)c4)C(=O)[C@@H]32)cc1,-18,-4,27,27,44,1.1,21,0,19
CCCn1c(=N)n(CC(O)c2ccc(C)cc2)c2ccccc21 (centres undefined),-3,-1,2,-5,-2,1.6,-17,2,25
Cn1c(N)c(C(=O)COC(=O)C23CC4CC(CC(C4)C2)C3)c(=O)n(C)c1=O,-8,-2,-1,20,24,-2.1,28,-7,13
CCCc1[nH]nc2c1C(c1ccncc1)C(C#N)=C(N)O2 (centres undefined),14*,0,10,-7,-8,-1.7,-8,-4,9
CN(C)S(=O)(=O)c1ccc2c(c1)nc(CCC(=O)NCC1CCCCC1)n2C,-2,-2,21,4,9,-2.6,14,1,-7
O=C(NCCc1c[nH]c2ccccc12)/C(=C/c1cccnc1)NC(=O)c1cccs1,-1,-4,22,-1,-7,-1.3,7,-2,6
CC(C)CN(C(=O)COC(=O)c1cccn1C)c1c(N)n(Cc2ccccc2)c(=O)[nH]c1=O,-1,-1,6,1,2,-2.7,15,-1,7
CC(C)CCNc1ncnc2c1nnn2Cc1ccccc1,2,-3,15,7,6,-0.5,-5,-5,25
COc1ccc(-c2cc(=O)oc3cc(OCC(=O)NCc4ccccn4)ccc23)cc1,0,-2,-6,6,-6,3.9,-13,3,-7
O=[N+]([O-])c1cccc(-c2c(-c3ccccc3)ncc3ccc(F)cc23)c1,-5,0,-2,14,37,5.9,23,0,-69
CCCc1cc(=O)oc2cc(OCC(=O)Nc3ccccn3)ccc12,2,-2,-32,10,1,0.9,24,-4,21
Cc1ccc(SCCCCN2CCNCC2)cc1,0,-3,-11,-1,14,-0.1,-5,0,16

# Some values from the entries so far:
# COc1ccc(NC(=O)[C@@H]2CC=C[C@@H]3CCN(Cc4ccc(Cl)c(Cl)c4)C(=O)[C@@H]32)cc1 @ NALP3 yeast inh = 19
# O=C(NCCc1c[nH]c2ccccc12)/C(=C/c1cccnc1)NC(=O)c1cccs1 @ Mdm2-MdmX inh = 22

# Next section.
SMILES,NR3A LBD binder,APJ ag,Mdm2-MdmX inh,TIM10 inh,tim23-1 inh,CHOP UPR activ,tim10-1 inh,UPR XBP1 act,NALP3 yeast inh
Cc1nn(-c2ccccc2)c(Cl)c1C(=O)Nc1ccccc1,3,-1,4,14,12,1.9,21,5,21
CCCSc1nnc2c(n1)OC(c1cccn1C)N(C(C)=O)c1ccccc1-2 (centres undefined),0,-1,6,1,7,1.5,11,-3,-3
O=C(CNC(=O)c1ccc(Cl)c([N+](=O)[O-])c1)OCN1C(=O)c2ccccc2C1=O,3,2,-10,5,20,2.2,11,-4,4
CC(=O)c1c(C)nc2ccccn12,-1,-5,8,-12,-3,-1.1,-6,-3,2
O=C(Nc1cnn(Cc2ccc(Cl)c(Cl)c2)c1)c1nc2ncccn2n1,-2,-2,11,17,34,0.2,40,-4,1
O=C(Nc1nnc(COc2ccc(Cl)cc2)s1)c1ccc([N+](=O)[O-])cc1,-4,2,22,-22,1,-1.5,3,-2,19
Cc1ccc(/C=N/NC(=O)c2nnn(-c3nonc3N)c2C)o1,7,3,-14,5,19,3.6,-6,-2,5
O=C(Nc1cccc(Cl)c1)N1CCCC1,1,-6,-17,47*,51*,0.9,36,4,34
COc1ccc(N(C)C(=O)c2ccc3nc(-c4ccccc4)c(-c4ccccc4)nc3c2)cc1,-2,2,20,16,6,1.3,11,11,-5
CC(C)CN(C(=O)COC(=O)CNC(=O)c1sc2ccccc2c1Cl)C1CCS(=O)(=O)C1 (centres undefined),0,0,12,6,-7,0.3,-4,2,7
CC(Oc1ccc(Br)cc1)C(=O)NCCCN1CCCC1=O (centres undefined),-1,-2,7,-3,-2,-0.4,-16,-2,0
CC1CCCC(C)N1/N=C/c1cc(Br)c(O)c(Br)c1 (centres undefined),.,0,-3,11,15,1.3,-18,-3,-8
CCN(CC)CCOC(=O)c1c(C)oc2ccc(OC)cc12,-1,-6,-2,-9,-3,-5.6,-9,-3,0
Cc1c(NC(=O)c2ccc(N3CCCC3)c([N+](=O)[O-])c2)cccc1-c1nc2ccccc2s1,-2,-3,35,-3,14,-1.2,-17,0,6
Cc1cc(NC(=O)Nc2ccc(F)cc2F)n(C)n1,-1,-1,-22,17,6,0.1,-5,3,7
C#CCOCCOCCOCCNc1nc(N2CCN(C(=O)CCCCCCCCCCNC(=O)[C@H](CCCCN)n3cc(CCO)nn3)CC2)nc(N2CCN(C(=O)CCCCCCCCCCNC(=O)[C@H](CCCCN)n3cc(CCCC(=O)O)nn3)CC2)n1,-1,-2,-9,8,18,-0.7,22,0,14
CCOC(=O)c1sc(NC(=O)CSc2nnc(C(C)C)n2C)nc1C,1,-5,26,14,15,-0.4,13,4,9
COC(=O)CN=Cc1c(C)[nH]n(-c2ccccc2)c1=O,6,-2,16,-7,4,1.5,5,1,25
Cc1ccc(-c2nn3c(C)nnc3s2)cc1NC(=O)c1cccs1,2,-2,17,14,21,1.6,17,-2,5
COc1cc(Cl)c(CN2CCCC(CO)(Cc3ccccc3)C2)cc1OC (centres undefined),1,-2,-5,5,19,-1.3,6,-1,12
CSc1nc2ccccc2n1Cc1cccc(F)c1,-4,-1,16,11,19,1.8,14,4,1
COc1ccc(CN2CCCC(C(=O)Nc3cccc(-n4cccn4)c3)C2)c(F)c1 (centres undefined),-3,-7,3,15,27,2.4,14,-6,14

# High-throughput results deposited in PubChem by Sanford-Burnham Center for Chemical Genomics.
